# A-T KAP1 phos: candidate therapy for ataxia-telangiectasia; […] A-T fibroblasts, KAP-1 phosphorylation AlphaLISA; neocarzinostatin DNA damage 30 min before lysis; Potency, µM (top dose mostly 57.5 µM), without a hit: top-dose activation, actives largely listed as activators; 320,000 compounds, 0.19% hits; also: potency is read from the fitted curve at half-maximal effect; % of control where 0% means no effect; nearly all actives have a fitted effect of over 45% in size
#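 hTERT-immortalized A-T patient fibroblasts ([…]), 500 cells/well in OPTI-MEM, 1% FBS, got compounds for 60 min, then NCS for 30 min at 37C. Lysates were then assayed for phospho-KAP-1 by AlphaLISA (anti-pKAP1 donor, anti-KAP1 acceptor beads), 6 hr at 25C.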
# MBNL1-CUG inh: blocks human MBNL1 binding to CUG repeat RNA | Q9NR56 | 280,000 compounds, 0.036% hits | Potency, µM (doses to about 57.5 µM), inactives show at the top dose activity change, negative = inhibition, most hits filed as inhibitors | AID 2675 | TR-FRET MBNL1-His/biotin-(CUG)12 binding, 665/545 ratio; active = well fitted inhibition curve with a large enough effect in the signal ratio, with a control signal flat, not every such curve was filed as active; inconclusive = small, poorly fitted or top-dose-only effect, or effect the other way, or a change in a side signal; inactive = no such curve, though single readings can be large or run the other way; the % refers to the signal ratio; also: potency is read from the fitted curve at half-maximal effect; % is scaled to controls: 0 for no effect and ±100 for the full control effect
#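 TR-FRET between His-tagged MBNL1 and biotin-(CUG)12 RNA, detected with Tb anti-His antibody (0.055 ng/ul) and streptavidin-XL665 (5 nM), 60 min at room temperature. Compounds titrated 92 nM to 58 uM; 665/545 nm ratio normalized to buffer and complex controls.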
# S-ASM inh: inhibitors of human secretory acid sphingomyelinase. 340,000 compounds, 0.006% hits. placental ASM, HMU-PC fluorogenic substrate, 60 min. Potency, µM (highest dose often 57.5 µM), without a hit: at the highest dose activity change, negative = inhibition, usual class: inhibitors; also: potency is read from the fitted curve at half-maximal effect
#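 Steps: dispense placental human ASM, pin compound, wait 10 min at room temperature, add HMU-PC0 substrate at 9 uM final, incubate 60 min at 37 °C, add stop solution raising pH to 10, read fluorescence.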
# hERG WT inh: blocks the wildtype human KCNH2 potassium channel; 340,000 compounds, 0.37% hits; AID 720551; U2OS, BacMam KCNH2, thallium flux FluxOr; stronger effect = lower value; activity change, % at 1.84 µM;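 active = maximum activity change below -70%; inconclusive = maximum activity change between -70% and -50%; inactive = maximum activity change above -50%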; also: % is scaled to controls: 0 for no effect and ±100 for the full control effect
#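 U2OS cells were transduced with wild-type KCNH2 virus (2.03 x 10^8 / mL) for 4 h at room temperature, then cultured overnight at 37 C. Thallium flux was read with FluxOr dye. Rate constants were normalized to DMSO controls.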
# FBPA coupling cs: coupling enzyme interference in Giardia aldolase counter-screen; 290,000 compounds, 0.67% hits; AID 2472; coupling enzyme system counterscreen, AmpLite Red fluorescence; activity change, negative = inhibition, % at 58.2 µM, hits read low; in the data active = activity change below about -30%; also: % is scaled to controls: 0 for no effect and ±100 for the full control effect
#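 Counterscreen lacking aldolase: glyceraldehyde-3-phosphate coupling-enzyme reagent preincubated 10 min at RT with compound (at 57.5 uM final), then substrate/coupling system with AmpLite Red added; fluorescence read at 525/598 nm after 20 min RT.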
# GALK inh: galactokinase (human) inhibition. P51570. Purified GALK, Kinase-Glo residual ATP luminescence. Potency, µM (top dose mostly 57.5 µM), inactives show top-dose activity change, negative = inhibition, usual class: inhibitors. 270,000 compounds, 0.007% hits; also: potency is read from the fitted curve at half-maximal effect; % is scaled to controls: 0 for no effect and ±100 for the full control effect
#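 Luminescence from leftover ATP (Ultra-Glo luciferase/luciferin) served as read-out after a 1 h room-temperature reaction of 5 nM GALK with 35 uM ATP and 100 uM galactose.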
# KCNH2 3.1 block: blocks the human KCNH2 3.1 channel isoform; 340,000 compounds, 0.95% hits; U2OS KCNH2 3.1, thallium flux FluxOr; stronger effect = lower value; activity change, % (tested at about 1.8 µM);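 active = maximum activity change below -70%; inconclusive = maximum activity change from -70% to -50%; inactive = maximum activity change above -50%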;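 also: thallium influx rate constant from kinetic fluorescence after stimulation buffer; % is scaled to controls: 0 for no effect and ±100 for the full control effect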
#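 Kinetic fluorescence (2 min after stimulation buffer) measures Tl+ influx through KCNH2 3.1 expressed by viral transduction in U2OS cells; the rate constant is normalized against DMSO controls serving as positive and negative references.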
# TRPV1 ag: human TRPV1 agonism; Q8NER1; TRPV1-expressing cells, Fluo-8 calcium influx, agonist mode; activation, % at 8.33 µM; 320,000 compounds, 0.19% hits; in the data active = activation above about 80%; inconclusive = between about 30% and that limit; also: 0% is about no effect
#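 Fluo-8 calcium influx in TRPV1-expressing cells, kinetic read (ex 480/em 520 nm). Compound added and read 3 min for agonist activity, followed by capsaicin at EC20 final and 2 min further read for enhancement.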
# Integrin act MD: integrin-mediated muscular dystrophy alleviation activation | alpha7betagal myoblasts, beta-gal FDG fluorescence, 48 h | Potency, µM (highest dose often 38.3 µM), inactives show top-dose activation, actives largely listed as activators | 350,000 compounds, 0.064% hits | AID 624291;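 also: potency is read from the fitted curve at half-maximal effect; 100% = response of the positive control SU9516; nearly all actives have a fitted effect of over 60% in size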
#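 alpha7betagal+/- myoblasts (passage 13, 250/well) treated 48 h at 37C with compounds at 1:260 dilution of DMSO stock. Lysed, then beta-galactosidase activity read as FDG fluorescence (ex 480/em 540) after 30 min, with pre-read for autofluorescence.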
# CXXC DNA block: blocks binding of human MLL CXXC domain to DNA. Q03164. MLL-CXXC / FITC-HOXA9 DNA fluorescence polarization. Potency, µM (series often up to 115 µM), without a hit: top-dose activity change, negative = inhibition, most hits filed as inhibitors. 290,000 compounds, 0.037% hits; active = well fitted inhibition curve with a large enough effect in the polarisation, with a control signal flat, not every such curve was filed as active; inconclusive = small, poorly fitted or top-dose-only effect, or effect the other way, or a change in a side signal; inactive = no such curve, though single readings can be large or run the other way; the % refers to the polarisation; also: potency is read from the fitted curve at half-maximal effect
# Target sequence (Q03164 whole entry, looked up, the tested form may be a part): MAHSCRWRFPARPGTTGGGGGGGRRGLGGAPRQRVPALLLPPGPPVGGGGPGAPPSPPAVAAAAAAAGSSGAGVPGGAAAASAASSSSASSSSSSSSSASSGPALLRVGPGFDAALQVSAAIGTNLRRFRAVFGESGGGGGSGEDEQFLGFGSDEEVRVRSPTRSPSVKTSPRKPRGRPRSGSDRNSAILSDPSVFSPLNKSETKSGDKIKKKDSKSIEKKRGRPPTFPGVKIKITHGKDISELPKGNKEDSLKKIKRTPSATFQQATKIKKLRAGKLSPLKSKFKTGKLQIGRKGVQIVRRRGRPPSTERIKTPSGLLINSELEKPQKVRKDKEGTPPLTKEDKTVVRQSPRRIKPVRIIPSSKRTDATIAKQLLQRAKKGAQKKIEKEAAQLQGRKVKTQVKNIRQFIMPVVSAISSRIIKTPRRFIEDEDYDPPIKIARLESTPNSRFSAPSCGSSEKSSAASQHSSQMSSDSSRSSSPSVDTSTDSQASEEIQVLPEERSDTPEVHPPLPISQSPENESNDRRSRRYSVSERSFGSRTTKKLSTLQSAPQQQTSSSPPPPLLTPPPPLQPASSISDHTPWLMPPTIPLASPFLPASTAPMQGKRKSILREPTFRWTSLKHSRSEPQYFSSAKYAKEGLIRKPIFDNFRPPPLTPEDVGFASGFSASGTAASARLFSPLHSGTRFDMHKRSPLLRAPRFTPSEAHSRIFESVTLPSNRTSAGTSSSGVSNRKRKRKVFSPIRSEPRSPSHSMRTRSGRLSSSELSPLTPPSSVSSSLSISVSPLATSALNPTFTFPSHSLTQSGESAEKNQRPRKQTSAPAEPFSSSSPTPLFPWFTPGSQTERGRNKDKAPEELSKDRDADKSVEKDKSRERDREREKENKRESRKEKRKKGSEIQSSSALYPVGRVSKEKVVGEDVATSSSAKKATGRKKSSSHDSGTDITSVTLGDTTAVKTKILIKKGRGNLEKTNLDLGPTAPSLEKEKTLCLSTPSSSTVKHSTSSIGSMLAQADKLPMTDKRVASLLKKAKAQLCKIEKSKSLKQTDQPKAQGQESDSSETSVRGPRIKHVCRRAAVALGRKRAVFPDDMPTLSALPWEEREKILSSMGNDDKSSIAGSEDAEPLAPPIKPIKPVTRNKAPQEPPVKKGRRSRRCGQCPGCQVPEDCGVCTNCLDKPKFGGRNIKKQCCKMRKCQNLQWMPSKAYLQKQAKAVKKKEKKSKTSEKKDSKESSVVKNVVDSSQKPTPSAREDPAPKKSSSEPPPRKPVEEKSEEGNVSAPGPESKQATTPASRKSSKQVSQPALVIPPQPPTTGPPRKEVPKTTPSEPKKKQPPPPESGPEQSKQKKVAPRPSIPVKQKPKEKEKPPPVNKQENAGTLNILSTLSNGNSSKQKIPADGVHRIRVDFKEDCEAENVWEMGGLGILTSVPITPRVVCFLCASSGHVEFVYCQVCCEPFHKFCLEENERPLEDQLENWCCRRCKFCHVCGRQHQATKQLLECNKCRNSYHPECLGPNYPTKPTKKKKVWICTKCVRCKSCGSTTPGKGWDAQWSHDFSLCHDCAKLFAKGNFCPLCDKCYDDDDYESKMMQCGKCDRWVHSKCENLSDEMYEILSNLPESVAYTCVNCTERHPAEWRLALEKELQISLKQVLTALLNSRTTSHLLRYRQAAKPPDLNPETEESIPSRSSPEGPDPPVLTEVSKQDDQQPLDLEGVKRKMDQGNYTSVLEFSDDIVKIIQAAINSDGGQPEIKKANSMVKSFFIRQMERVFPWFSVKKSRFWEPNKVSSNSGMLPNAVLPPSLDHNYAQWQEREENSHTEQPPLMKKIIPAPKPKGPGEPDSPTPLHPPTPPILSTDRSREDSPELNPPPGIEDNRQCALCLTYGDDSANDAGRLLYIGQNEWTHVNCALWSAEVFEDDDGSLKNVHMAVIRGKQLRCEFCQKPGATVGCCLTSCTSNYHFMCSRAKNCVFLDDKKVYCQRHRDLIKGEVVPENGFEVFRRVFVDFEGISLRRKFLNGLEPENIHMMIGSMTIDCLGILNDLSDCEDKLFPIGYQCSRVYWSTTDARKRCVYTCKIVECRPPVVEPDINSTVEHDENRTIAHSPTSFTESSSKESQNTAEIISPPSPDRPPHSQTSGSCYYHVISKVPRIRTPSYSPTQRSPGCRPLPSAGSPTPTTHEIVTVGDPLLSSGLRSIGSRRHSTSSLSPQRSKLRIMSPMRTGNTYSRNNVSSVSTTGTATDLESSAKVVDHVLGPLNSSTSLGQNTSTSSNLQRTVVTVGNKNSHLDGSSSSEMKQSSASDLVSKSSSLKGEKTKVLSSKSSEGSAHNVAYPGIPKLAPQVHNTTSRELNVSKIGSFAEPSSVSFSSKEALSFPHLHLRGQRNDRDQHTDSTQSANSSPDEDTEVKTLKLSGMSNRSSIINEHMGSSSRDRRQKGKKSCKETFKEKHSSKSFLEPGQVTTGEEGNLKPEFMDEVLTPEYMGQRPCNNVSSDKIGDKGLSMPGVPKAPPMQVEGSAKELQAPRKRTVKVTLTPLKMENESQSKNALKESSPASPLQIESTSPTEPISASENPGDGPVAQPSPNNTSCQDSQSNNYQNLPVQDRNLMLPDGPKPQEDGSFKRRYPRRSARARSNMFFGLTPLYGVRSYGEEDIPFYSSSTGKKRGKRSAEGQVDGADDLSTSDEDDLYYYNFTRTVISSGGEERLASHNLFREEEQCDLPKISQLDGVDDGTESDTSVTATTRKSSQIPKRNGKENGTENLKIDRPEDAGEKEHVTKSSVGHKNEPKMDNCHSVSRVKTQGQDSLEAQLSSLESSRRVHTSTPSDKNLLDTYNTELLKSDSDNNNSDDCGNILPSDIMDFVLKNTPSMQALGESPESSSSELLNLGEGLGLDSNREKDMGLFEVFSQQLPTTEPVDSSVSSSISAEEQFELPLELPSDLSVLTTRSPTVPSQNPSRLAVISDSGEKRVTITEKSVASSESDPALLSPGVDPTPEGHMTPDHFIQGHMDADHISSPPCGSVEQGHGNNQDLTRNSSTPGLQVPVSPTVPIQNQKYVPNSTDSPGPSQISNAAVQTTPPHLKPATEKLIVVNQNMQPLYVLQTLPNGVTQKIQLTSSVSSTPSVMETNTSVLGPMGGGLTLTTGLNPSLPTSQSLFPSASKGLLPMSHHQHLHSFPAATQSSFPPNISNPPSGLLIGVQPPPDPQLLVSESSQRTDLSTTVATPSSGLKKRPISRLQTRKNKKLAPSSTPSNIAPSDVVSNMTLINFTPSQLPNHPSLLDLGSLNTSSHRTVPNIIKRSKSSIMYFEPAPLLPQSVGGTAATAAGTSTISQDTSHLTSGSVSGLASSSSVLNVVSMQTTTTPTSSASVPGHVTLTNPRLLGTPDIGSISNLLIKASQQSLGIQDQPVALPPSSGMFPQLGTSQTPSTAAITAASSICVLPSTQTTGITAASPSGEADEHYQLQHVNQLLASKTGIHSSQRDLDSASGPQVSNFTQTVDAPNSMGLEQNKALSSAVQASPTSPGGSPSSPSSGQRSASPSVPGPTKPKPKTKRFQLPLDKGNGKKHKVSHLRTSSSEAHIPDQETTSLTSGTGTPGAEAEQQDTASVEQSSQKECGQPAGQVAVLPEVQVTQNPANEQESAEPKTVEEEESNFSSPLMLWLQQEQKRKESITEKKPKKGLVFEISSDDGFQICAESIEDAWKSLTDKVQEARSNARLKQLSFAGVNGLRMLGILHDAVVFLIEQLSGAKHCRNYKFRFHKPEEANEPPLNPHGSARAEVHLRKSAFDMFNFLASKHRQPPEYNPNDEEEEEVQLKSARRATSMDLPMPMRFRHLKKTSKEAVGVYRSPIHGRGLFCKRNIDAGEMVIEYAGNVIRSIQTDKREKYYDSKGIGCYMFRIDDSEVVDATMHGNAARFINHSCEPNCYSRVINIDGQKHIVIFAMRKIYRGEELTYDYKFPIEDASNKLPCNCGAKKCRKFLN
#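 Fluorescence polarization: 7 uM MLL-CXXC (stock) preincubated 5 min with compounds, then 50 nM fluorescein-HOX-A9 DNA (stock) added; 30 min ambient. Buffer 50 mM Tris-HCl pH 7.5, 50 mM NaCl, 1 mM DTT, 0.05% BSA.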
# * = called active by the depositor; ? = inconclusive; nt = not tested or not shown; [ ] = dose if it differs, or a comment. Unless noted, calls follow the shape of the dose curve; as a rule, active = well fitted curve in the direction sought with a large enough effect; inconclusive = small, poorly fitted or top-dose-only effect, or another doubt; inactive = no such curve, though single readings can be large; an effect the other way counts as inactive or inconclusive.
SMILES,A-T KAP1 phos,MBNL1-CUG inh,S-ASM inh,hERG WT inh,FBPA coupling cs,GALK inh,KCNH2 3.1 block,TRPV1 ag,Integrin act MD,CXXC DNA block
CC(NC(=O)/C=C/c1ccco1)c1nc2ccccc2n1Cc1ccccc1F (configuration not stated),1%,8%,1%,4,4,0%,15,18,13%,1%
Cc1ccc2nc(SCC(=O)c3ccc(Cl)s3)[nH]c2c1,1%,7%,-6%,6,-6,1%,4,5,27%,29%
COc1cccc(OC)c1C(=O)NNC(=O)c1cccc(COc2ccc3c(c2)CCC3)c1,-1%,-4%,-4%,-4,-2,-1%,-27,1,-22%,-3%
CC(Oc1ccc(Br)cc1)C(=O)NCCCN1CCCC1=O (configuration not stated),8%,nt,7%,22,nt,nt,1,nt,-47%,nt
COc1ccc(N2C(=O)CSC2c2cccc(OC)c2OC)cc1 (configuration not stated),-6%,-8%,5%,-13,3,nt,-11,-9,22%,15%
NC(=O)c1c(Nc2nc3c(F)cccc3s2)sc2c1CCCC2,2%,34%[activator],193%[activator],-1,2,1%,8,0,-7%,83%[activator]
Cc1ccc(C(=O)NC(=S)NNC(=O)c2ccccc2[N+](=O)[O-])cc1,-2%,18%,-1%,-5,1,0%,nt,5,11%,5%
COc1ccc(OC)c(NC(=O)CC(Cc2ccccc2OC)C(=O)O)c1 (configuration not stated),4%,-5%,1%,-21,0,-2%,4,1,8%,-5%
CCN(CC)S(=O)(=O)c1cc(NC(=O)CSCc2c(C)noc2C)ccc1C,12%,nt,5%,-15,nt,nt,9,nt,2%,nt
Cc1cccc(OC(C)C(=O)Nc2ccc(N3CCCCC3)cc2)c1 (configuration not stated),-9%,nt,2%,6,nt,nt,0,23,1%,nt
COc1cccc(NC(=O)CC2(CC(=O)O)CCCC2)c1,1%,-8%,4%,1,1,-4%,2,0,-8%,-1%
COc1ccc(-c2csc(NC(=O)c3ccccc3F)c2C(=O)O)cc1,-1%,9%,5%,7,-20,7%,-21,-1,33%,-20%
Cc1cccc(C)c1NC1=NC(C)(C)N=C(N)N1,-2%,-5%,2%,-11,4,0%,-2,0,17%,1%
CC(C)c1nnc(NC(=O)C2CCN(c3cnccn3)CC2)s1,nt,-16%,15%,-6,0,1%,5,1,14%,19%
CC(C)CN(C(=O)COC(=O)c1nc(Cl)ccc1Cl)C1CCS(=O)(=O)C1 (configuration not stated),3%,2%,-1%,1,-1,-1%,-8,2,5%,3%
COc1ccc(-c2csc3nc(-c4ccc(C)cc4)oc(=O)c23)cc1OC,-2%,2%,15%,6,-1,nt,nt,-3,-6%,34%[activator]
CCN(CC)S(=O)(=O)c1cccc(-c2nnc(SCCOc3ccccc3)o2)c1,9%,-10%,-4%,-9,0,3%,-7,nt,-12%,-2%
O=C(CSc1nn(-c2ccccc2)c(=S)s1)NC1CCS(=O)(=O)C1 (configuration not stated),-6%,-1%,4%,-5,2,0%,-1,4,-2%,-22%
Cc1ccccc1OCCSc1nnc(C)n1-c1ccccc1,6%,-1%,0%,2,5,-1%,2,9,13%,25%
CC1C(=O)OC(c2ccc(Cl)cc2)C(C)(C)C1=O (configuration not stated),-5%,5%,2%,-11,10,-3%,4,-4,?,-9%
COc1ccc(OCc2nnc3n2N=C(c2ccc(OC)cc2)CS3)cc1,13%,12%,-6%,-7,2,2%,16,14,7%,1%
CCCn1c2ccccc2c2cnn(CC(=O)NCCCN3CCN(c4ccccc4)CC3)c(=O)c21,4%,2%,-2%,8,0,6%,-9,10,-50%[inhibitor],3%
CCOC(=O)C1=C(C)NC(=O)NC1c1cccc(OC)c1OCc1ccccc1Cl (configuration not stated),nt,0%,4%,-3,-1,-1%,37,3,4%,-4%
Cc1cccc2sc(NC(=O)CCn3cccc3)nc12,1%,4%,-6%,3,0,-2%,-11,-1,18%,-1%
O=C(c1cccc(C(=O)N2CCN(Cc3ccccc3)CC2)c1)N1CCN(Cc2ccccc2)CC1,8%,9%,0%,2,-1,0%,-6,3,-3%,13%
CN=C1S/C(=C\c2ccc(Cl)cc2)C(=O)N1C,2%,20%,-1%,-2,-2,0%,-1,22,9%,6%
CN(CC(=O)Nc1cccc(S(=O)(=O)NC2=NCCC2)c1)Cc1ccccc1Cl,-2%,nt,-2%,15,nt,nt,19,-1,-41%,nt
O=C(O)C1[C@H]2C(=O)N(C3CCCC3)C[C@]23C=C[C@H]1O3 (some centres not stated),-4%,0%,6%,-17,1,-1%,6,5,1%,5%
Cc1ccccc1OCC(=O)Nc1sc2c(c1C#N)CCC2,-4%,0%,-2%,6,3,0%,2,0,13%,8%
Cc1ccccc1OCC(=O)NC(=S)Nc1ccc(S(=O)(=O)NC2CCCCC2)cc1,-3%,-1%,?,3,-1,nt,-1,0,-16%,10%

# Laid out differently: 2 of the compounds above
Compound | A-T KAP1 phos | MBNL1-CUG inh | S-ASM inh | hERG WT inh | FBPA coupling cs | GALK inh | KCNH2 3.1 block | TRPV1 ag | Integrin act MD | CXXC DNA block
O=C(CSc1nn(-c2ccccc2)c(=S)s1)NC1CCS(=O)(=O)C1 (configuration not stated) | -6% | -1% | 4% | -5 | 2 | 0% | -1 | 4 | -2% | -22%
COc1ccc(OCc2nnc3n2N=C(c2ccc(OC)cc2)CS3)cc1 | 13% | 12% | -6% | -7 | 2 | 2% | 16 | 14 | 7% | 1%

# Other entries follow.
SMILES,A-T KAP1 phos,MBNL1-CUG inh,S-ASM inh,hERG WT inh,FBPA coupling cs,GALK inh,KCNH2 3.1 block,TRPV1 ag,Integrin act MD,CXXC DNA block
Cc1ccccc1C(=O)OC1OC(=O)C(Cl)=C1Nc1ccc(C(=O)O)cc1 (configuration not stated),5%,-5%,0%,-4,22,-1%,14,-3,18%,-2%
CC[C@@]12C(=O)N(c3cccc(Br)c3)C(=O)N1[C@H](c1ccc(Cl)cc1)[C@@H]1C(=O)N(C3CCCCC3)C(=O)[C@@H]12,7%,-5%,-4%,-4,-5,nt,-27,5,-4%,-1%
COC(=O)c1ccc(CN2C(=O)NC3(CCCc4ccccc43)C2=O)o1 (configuration not stated),3%,2%,0%,-2,-1,0%,4,20,-1%,-1%
Cc1ccc(C(=O)COC(=O)c2ccc(Br)o2)cc1C,13%,1%,-1%,-7,0,0%,-2,nt,-5%,12%
CN1CCN(c2ccc([N+](=O)[O-])c(-n3nc(-c4ccccc4)c4ccccc4c3=O)c2)CC1,-11%,?,-13%,0,-1,0%,-15,1,-50%[inhibitor],-2%
CC(=O)Oc1ccc(C(=O)Cc2ccc3ccccc3n2)c(O)c1C,2%,-14%,-2%,-9,1,2%,-9,7,29%,19%
O=c1cc(-c2ccccc2)nc(N2CCCCC2)[nH]1,-4%,-2%,-1%,-13,3,6%,3,7,2%,1%
COc1cccc2sc3cc(C#Cc4ccccn4)ccc3c(=O)c12,0%,nt,39%[activator],-20,nt,nt,-9,nt,18%,nt
CCOC(=O)CC1NCCc2c1[nH]c1ccc(OC)cc21 (configuration not stated),27%,5%,-2%,3,0,-1%,19,5,9%,?
CCn1c(=O)n(CC)c2cc(S(=O)(=O)NCCOc3ccccc3)c(C)cc21,-7%,11%,-2%,-4,3,-3%,4,0,-5%,-1%
Cc1ccc2nc(SCC(=O)Nc3ccc4c(c3)OCO4)nc(=O)n2c1,-4%,nt,3%,1,nt,nt,10,0,-30%,nt
CC(Sc1nnc(CN2CCCC2)n1Cc1ccccc1)C(=O)Nc1ccc(F)cc1 (configuration not stated),-22%,-11%,5%,11,nt,4%,12,16,?,-4%
CC1(C)CC(=O)C=C(OC(=O)c2ccc(Cl)cc2)C1,-7%,-18%,1%,-19,0,-2%,4,3,6%,35%[activator]
CCN(CC)S(=O)(=O)c1ccc2[nH]c(=O)cc(C(=O)Nc3ccc(C)c(S(=O)(=O)N(CC)CC)c3)c2c1,1%,-5%,-2%,-3,-2,nt,-1,2,20%,7%
CN(C)c1ccc(-c2nc3n(n2)C(c2cccnc2)C2=C(CC(C)(C)CC2=O)N3)cc1 (configuration not stated),-4%,15%,12%,-1,1,-2%,-6,-2,31%,2%
CCC1(C)Cc2c(sc3nc(SC)[nH]c(=O)c23)CO1 (configuration not stated),4%,nt,-1%,-9,0,-3%,5,nt,-1%,0%
Cc1cc(C)nc(NS(=O)(=O)c2ccc(N3C(=O)C4CC=C(Cl)CC4C3=O)cc2)n1 (configuration not stated),1%,11%,5%,-4,6,-2%,9,-2,5%,6%
CCOC(=O)c1c(NC(=O)C2CCCN(S(=O)(=O)c3ccccc3)C2)sc2c1CCCC2 (configuration not stated),-2%,21%,-6%,6,3,1%,-14,-6,-11%,?
COc1ccc(-c2cc(C(=O)N3CCCCCC3)no2)cc1OC,6%,2%,-17%,-1,0,0%,-1,7,17%,-5%

# Assay outcomes from PubChem BioAssay.
